# mHTT-CaM PPI inh – mHTT-calmodulin interaction abrogation; AlphaScreen His-mHTT/GST-CaM binding, luminescence; inhibition, % at 15 µM; 3.6% of 190,000 active;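 note: 0% = both proteins with DMSO and 100% = one protein alone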
# Pf apPOL block – Pf-apPOL DNA polymerase inhibition; Recombinant Pf-apPOL, molecular beacon fluorescence, 1.5 h; inhibition, % at 10 µM; 0.25% of 210,000 active; AID 1794808
# Active calls of the source: *; . = no result given; & = joins results of further samples. Cut-off read from the data, not from the text of the source: active = inhibition above about 50%; inactive = the rest. Hits appear at their usual frequency, and some 3.5% of all compounds hit somewhere here.
SMILES,mHTT-CaM PPI inh,Pf apPOL block
FC(F)Oc1ccccc1C1C=C(c2ccc(Br)cc2)Nc2ncnn21 (stereo not given),-1.0,6.5
Cc1cccc(C2CCCN2C(=O)c2cc(-c3ccccc3)on2)c1 (stereo not given),5.3,-1.3
O=C(NCc1ccc(Br)cc1)c1nnn2c1COC(c1ccc(Cl)cc1)C2 (stereo not given),-3.2,-6.1
O=C(c1ccccc1)c1nn(-c2ccc(C(F)(F)F)cc2)ccc1=O,.,-1.8
CNC(=S)Nc1ccc2c(c1)CCCC2,-0.9,.
Cc1nc2c(c(=O)[nH]1)C(c1ccccc1F)C(C#N)=C(N)O2 (stereo not given),-0.5,0.4
CCc1ccc(CN2CCCC(CO)C2)cc1 (stereo not given),-0.9,4.7
CC1CCCC1OCC(O)CN1CCN(CCO)CC1 (stereo not given),-3.9,3.6
CC(=O)N1CCc2ccccc2C1C(=O)N1CCN(c2ccccn2)CC1 (stereo not given),2.5,-3.4
O=C(NCc1ccc(Cl)cc1)C(=O)Nc1ccc(Cl)c(C(F)(F)F)c1,3.0,-3.2
CC1(C)CC2CC(C)(CN2C(=O)C23CCC(C)(C(=O)C2)C3(C)C)C1 (stereo not given),-0.6,-1.4
O=C(Cc1noc2ccccc12)NCCOc1ccc(-c2ccncc2)nn1,-14.2,-5.6
COCCN(Cc1ccncc1)S(=O)(=O)c1cc(C)c(C)cc1OC,-10.9,-3.4
O=C(Nc1cnc(-c2ccccc2)nc1)C1CCC1,-2.3,-0.7
O=C1OC(c2cccc(I)c2)=N/C1=C\C=C\c1ccccc1,5.0,1.5

# Single records (already shown).
# `CNC(=S)Nc1ccc2c(c1)CCCC2` is listed with mHTT-CaM PPI inh: -0.9; Pf apPOL block: .
# `CCc1ccc(CN2CCCC(CO)C2)cc1` (stereo not given) is listed with mHTT-CaM PPI inh: -0.9; Pf apPOL block: 4.7
# `COCCN(Cc1ccncc1)S(=O)(=O)c1cc(C)c(C)cc1OC` is listed with mHTT-CaM PPI inh: -10.9; Pf apPOL block: -3.4

# Looked up by structure from the list above, three records:
SMILES,mHTT-CaM PPI inh,Pf apPOL block
O=C(c1ccccc1)c1nn(-c2ccc(C(F)(F)F)cc2)ccc1=O,.,-1.8
O=C(NCc1ccc(Cl)cc1)C(=O)Nc1ccc(Cl)c(C(F)(F)F)c1,3.0,-3.2
CC1CCCC1OCC(O)CN1CCN(CCO)CC1 (stereo not given),-3.9,3.6

# (further entries)
SMILES,mHTT-CaM PPI inh,Pf apPOL block
COc1ccccc1N1C(=O)NC(=O)/C(=C\c2cc(Br)c(O)c(OC)c2)C1=O,4.0,4.7
COc1cccc(NC(=O)CN2C(=O)C3C4C=CC(C4)C3C2=O)c1 (stereo not given),2.8,-9.3
COc1cccc(N2CCN3c4ccccc4CC(C(=O)NC(C)C)C3C2)c1 (stereo not given),32.2,-1.5
CCNC(=O)c1cc2c(=O)n3ccccc3nc2n(C2CCCCC2)c1=N,2.0,-2.0
COc1ccc(CN2CCN(c3ncccn3)CC2)cc1C,-3.7,-0.6
CC1(C)CC(NC(=O)CC(c2ccccc2)c2ccccc2)CC(C)(C)N1,0.2,1.7
CCOC(=O)c1ccc(NC(=O)C2CCCN2S(C)(=O)=O)cc1 (stereo not given),-16.6,-0.6
CN1Cc2nnn(Cc3ccccc3)c2-c2cc(N3CCCCC3)ccc2S1(=O)=O,-4.9,-9.4
COc1ccc([N+](=O)[O-])cc1NC(=O)c1cc2cc3ccc(C)cc3nc2s1,-4.0,1.5
CCOC(=O)c1csc2c1CCC(C(C)(C)C)C2 (stereo not given),-81.8,.
COc1ccc(-c2cc(COC(=O)c3ccco3)no2)cc1OC,-12.5,-4.0
O=c1c2c(nc3cc(-c4ccccc4)[nH]n13)CCN(S(=O)(=O)c1ccccc1Cl)C2,11.7,8.6
Cc1ccccc1-c1nocc1C(N)=O,-7.4,-6.4
Cc1ccc(NC(=O)C2CCN(c3c(C#N)cnc4ccccc34)CC2)cc1F,6.5,2.4
CC(C)(CO)Cc1cc(C(C)(C)C)c(O)c(C(C)(C)C)c1,.,9.6

# Molecules from the list above containing an NH in an aromatic ring:
SMILES,mHTT-CaM PPI inh,Pf apPOL block
Cc1nc2c(c(=O)[nH]1)C(c1ccccc1F)C(C#N)=C(N)O2 (stereo not given),-0.5,0.4
O=c1c2c(nc3cc(-c4ccccc4)[nH]n13)CCN(S(=O)(=O)c1ccccc1Cl)C2,11.7,8.6

# More structures.
SMILES,mHTT-CaM PPI inh,Pf apPOL block
Cc1noc(C)c1C(=O)ON=C1CCSc2ccc(F)cc21,.,15.9
CCC(C)NC(=O)C1CCN(c2ccc(Cl)cc2Cl)C1=O (stereo not given),-2.3,-1.6
NC(=NS(=O)(=O)c1ccc(Cl)s1)c1ccccc1,-4.0,-10.7
O=C(Cc1ccc(F)cc1)N1CCN(C(=O)c2nnn3c2COC(c2ccccc2)C3)CC1 (stereo not given),2.0,-6.7
CSc1ccc(NC(=O)N2CCC(c3nc(C(=O)N4CCCC4)c(C)o3)CC2)cc1,1.3,5.7
CCc1nc(SCC(=O)Nc2nnc(CC(C)C)s2)n[nH]1,-8.0,2.4
O=c1oc2ccccc2cc1-c1csc(Nc2ncccn2)n1,-9.0,-6.9
CCOC(=O)CNC(=O)N1CC(CC)Oc2ccc(C)cc21 (stereo not given),-5.7,-3.7
COC(=O)c1ccc(CN2CCCC2c2cc(C(C)C)on2)cc1 (stereo not given),-10.0,0.4
COc1ccc(C(=O)N2CCN=C2N2CCN(c3cccc(Cl)c3)CC2)cc1,85.0*,-0.5
Cc1oc2ccc(OC(=O)C=Cc3ccccc3)cc2c1C(=O)OC(C)C,-40.9,-0.8
CC(=O)NC(C)c1ccccc1 (stereo not given),-6.1,-0.1
O=C(CSc1nc2ccsc2c(=O)n1C1CC1)NCC1CCCO1 (stereo not given),7.0,-6.2
Cc1nn(-c2ccc(F)cc2)c2nc(N3CCCC(C(=O)NC(C)C)C3)sc12 (stereo not given),-7.1,0.2
Cc1ccc(O)c(NC(=O)C(c2ccccc2)c2ccccc2)c1,-3.9,-5.6
O=C(Cn1nc(-c2ccccc2)c2ccccc2c1=O)N1CCCCC1,-8.1,-3.1
Cc1ccc2c(c1)NC1(CCN(C(=O)c3ccc(Cl)cc3)CC1)c1cccn1-2,52.8*,-5.7
NC(=O)C1CCN(Cc2ccc(F)cc2)CC1,-8.1,3.1
C=CCNCCOc1ccc(OCC)cc1,-2.0,-10.2
Cc1ccc2nc(-c3ccccc3NC(=O)c3cccs3)[nH]c2c1,-3.4,-6.8
COc1ccc(CCNC(=O)CSc2ncnc3sc4c(c23)CCCC4)cc1,-1.1,2.8
Cc1c(-c2noc(C(=O)NCCc3ccccc3)n2)oc2c(C)cccc12,-10.6,-7.6
CCN1CCCc2cc(C(=O)NCc3ccc(OC)cc3OC)sc21,20.8,-5.7
C1CCCC(NCCN2CCCCC2)CCC1,-12.1,-3.2
O=C(Cc1ccc(Cl)cc1)N1CCc2nc[nH]c2C1,-14.2,0.0
CC(C)(C)OC(=O)N1CCCC1C(=O)O (stereo not given),-3.7,0.1
Cc1cc(C)cc(N=C2NC(=O)/C(=C/c3ccc(O)cc3)S2)c1,43.0,5.2
COc1ccc(S(=O)(=O)N2CCOC23CCN(C(=O)c2cc(C)oc2C)CC3)cc1,4.8,-4.4
CC(C)Cn1c(=O)c(N2CCN(C(=O)CC3CCCC3)CC2)nc2ccncc21,-0.6,-7.7
O=C1Nc2ccccc2OC1C(=O)N1CCN(c2ccc(Cl)cc2)CC1 (stereo not given),9.8,-2.3
CC(=NO)c1csc(-c2ccno2)n1,.,-7.3
O=C1COc2cc(Cl)ccc2N1Cc1nc(-c2cccc(F)c2)no1,-21.5,0.5
CN(c1ccc(C(=O)Nc2cccc([N+](=O)[O-])c2)cc1)S(=O)(=O)c1ccccc1,3.2,-1.4
CCc1onc(C)c1C1CCCN1C(=O)Nc1ccc(Cl)cc1 (stereo not given),-9.0,7.1
C=CCc1cc(OC)ccc1OCCN1CCOCC1,-5.0,-2.7
Cn1nc(COc2cccc(F)c2)c2c1CCN(C(=O)Nc1cccc(Cl)c1)C2,14.0,-2.9
CCOc1ccccc1C(=O)NC1CC1,-3.0,-2.1
COc1ccc(C(C)(C)C)cc1NS(=O)(=O)c1cccc2cccnc12,6.0,-15.2
NC(=S)NNC(=O)c1ccc([N+](=O)[O-])o1,.,38.1
COCC(=O)Nc1ccc(S(=O)(=O)Nc2nccc(C)n2)cc1,-2.1,-8.6
Cc1ccc(C(=O)Nc2cnc(N3CCCCC3)nc2)c(C)c1,9.7,-2.8
O=C(NC1CCCC1)c1ccc([N+](=O)[O-])cc1Cl,19.3,-1.4
NS(=O)(=O)c1ccc(NC(=O)c2ccc(Br)o2)cc1,-1.5,-8.1
N#CC(=Cc1ccc2c(c1)CCO2)S(=O)(=O)c1ccc(Cl)cc1Cl,.,2.7
CCOc1ccc(NC(=O)C2Oc3ccccc3NC2=O)cc1 (stereo not given),3.7,-1.3
CC(=O)N1CCN(Cc2c(F)cccc2F)CC1,-6.9,-3.2
CCC(C)C(=O)N1CC(C)OC(C)C1 (stereo not given),-8.3,.
CN1CCN(c2cc(N3CCN(S(=O)(=O)c4ccccc4)CC3)c([N+](=O)[O-])cc2F)CC1,14.5,-6.5
O=S(=O)(c1ccc(Cl)cc1)N1CCN=C1COc1cccnc1,.,-3.6
COc1ccc(OC)c(C2C(=C(O)c3ccccc3)C(=O)C(=O)N2CCN(C)C)c1 (stereo not given),-0.4,-4.2
COc1ccc(C2=Nn3c(C)nnc3SC2)cc1,1.0,-6.5
O=C(NC1CCCCC1)c1cccc(S(=O)(=O)N2CCOCC2)c1,-1.3,-9.1
COc1ccccc1Cc1noc(COc2cccc(C)c2C)n1,-70.1,-1.2
Cc1cccn2cc(C(=O)N3CCN(c4ccc(F)cc4)CC3)nc12,2.4,-7.0
COc1ccc2oc(-c3noc(-c4ccoc4)n3)c(C)c2c1,1.2,6.0
Cc1c(C)c(C)c(CSC(=S)SC(C)(C)C)c(C)c1C,.,-6.0
Brc1ccc2ncnc(N3CCOCC3)c2c1,-0.8&-3.0,-5.9
CCc1cc(C(=O)Nc2ccccc2OC)nc2ccnn12,-17.4,-2.8
COc1cc(OC)cc(C(=O)N2C(C)CCCC2C)c1 (stereo not given),-5.2,-3.3
CC(=O)Nc1ccc(SCCCC(=O)Nc2cccc(C)n2)nn1,-5.4,-3.2

# Later entries:
SMILES,mHTT-CaM PPI inh,Pf apPOL block
Nc1ccc(NC(=O)c2cccs2)cc1,4.3,1.9
COc1cc(C=C2Oc3c(ccc4c3CN(Cc3ccccn3)CO4)C2=O)cc(OC)c1OC,100.3*,-35.9
Cc1onc(-c2c(Cl)cccc2Cl)c1C(=O)Nc1ccc2[nH]cc(C#N)c2c1,.,-7.2&-5.3
Cc1c(C)n(CC(O)CN2CCCCCC2)c2ccccc12 (stereo not given),10.0,-8.3
Cc1ccccc1NC(=O)C1(C)Oc2cccnc2N(C)C1=O (stereo not given),-12.0,1.2
CC12CC(NC(=O)N1C1CCCCC1)c1cc(Br)ccc1O2 (stereo not given),-5.0,-3.9
COCc1[nH]nc2c1C(c1ccsc1)C(C#N)=C(N)O2 (stereo not given),-3.8,.
O=c1nc(-c2ccccc2)cc(-c2ccc(Br)cc2)[nH]1,-2.3,-1.3
COc1ccc(C2C(C(=O)Nc3ccccn3)=C(C)Nc3ncnn32)cc1OC (stereo not given),-3.0,-1.8
Cc1ccc(CCNC(=O)c2ccc(CS(=O)(=O)Cc3ccccc3C)o2)cc1,13.0,-7.5
NNc1nc(Nc2ccccc2)nc(N2CCOCC2)n1,98.4*,-0.7
Cn1ccc(-c2nnc(NC(=O)c3cnc4ccccc4n3)o2)n1,30.3,5.6
COc1ccc(Nc2ncc(C(=O)O)c3ccccc23)cc1,-1.3,-15.1
O=C(NCc1ccccn1)C1CCCN(c2nnc3ccc(C(F)(F)F)cn23)C1 (stereo not given),17.3,-11.3
Cc1cc(Br)ccc1N=Cc1ccc(-c2ccccc2)cc1,.,0.3
Cc1cc(C)n(C(=O)C2CCCN2S(=O)(=O)c2ccc(Br)cc2)n1 (stereo not given),5.0,-2.1
Cc1c(NC(=O)Nc2ccc(Cl)cc2)c(=O)n(-c2ccccc2)n1C,-6.4,-4.7
COc1ccc(-c2noc(CNC(=O)c3cc4cccc(OC)c4o3)n2)cc1,-8.1,-4.7
Cc1noc(-c2ccccc2Cl)c1C(=O)NC(C)c1ccccc1 (stereo not given),3.3,-4.0
O=C(c1ccc2ncnc(N3CCCCC3)c2c1)N1CCCCCC1,-4.2,-0.7
Cn1cccc1CN(C(=O)c1ccccc1C(F)(F)F)C1CC1,4.0,-8.3
O=C(Cc1ccc(F)cc1)N1CCCC1,-1.5,-1.7
Cc1cc(OCC(=O)Nc2ccc(F)cc2F)cc(C)c1Br,0.5,-0.9
COc1cc2c(cc1OC)C(C)N(S(=O)(=O)c1cn(C)c(C)n1)CC2 (stereo not given),.,8.5
CCOC(=O)CSc1nnc(-c2ccccc2OC)n1-c1ccccc1,.,0.0&-1.1
Cc1ccc(NC(=O)N2CCCC(CCC(=O)N3CCC(Cc4ccccc4)CC3)C2)cc1 (stereo not given),54.0*,-8.4
CN(C)c1ncccc1C(=O)Nc1ccccc1Cl,-12.5,1.2
Cn1c(=O)[nH]c(=O)c2c1nc(N1CCCCC1)n2CCSc1ncccn1,-3.0,-2.8
Cc1ccc(N2N=NC3C(=O)N(c4cccc(F)c4)C(=O)C32)cc1C (stereo not given),47.7,-0.1
O=C(Cc1csc(NC(=O)C2CCCC2)n1)Nc1ccc2c(c1)Cc1ccccc1-2,-7.6,-7.2
CCOc1cc(C)c2c(=O)c(Oc3ccccc3)c(C)oc2c1,-3.7,1.0
CCCCCCCCCCC/C=C\C(C)(C)/C=C\CCCC(=O)O,.,-1.9
O=C(CCn1c(=O)[nH]c2ccccc2c1=O)NCc1ccc2c(c1)OCO2,-1.0,-3.5
CN1CCN(c2nc3c(c(=O)[nH]c(=O)n3C)n2CCSc2ncccn2)CC1,1.0,-1.6
COc1ccccc1N1CCN(C(=O)c2ccc(I)cc2)CC1,15.2,-5.7
COc1ccccc1OCCOc1cccc(C)c1,-75.2,11.9
COc1cc(NC(=O)c2cccnc2Cl)c(OC)cc1Cl,0.0,0.9
CNCC(O)COc1ccc(OC)cc1 (stereo not given),-1.1,-1.0

# Screening results as filed in PubChem BioAssay.
